Source: PubChem BioAssay (several laboratories)
CHO-K1 Ca PAM = counter-screen for M1 PAMs: effect in parental CHO-K1 cells | ATP EC20, Fluo-8 calcium fluorescence; 0% at ATP EC20, 100% at ATP max | activation, % at 3 µM | 360,000 tested, 0.02% active | AID 602247;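 active = activation above the run cutoff, the mean activation of all test compounds plus 3 SD, cut at about 40% in these data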;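 also: peak over basal fluorescence ratio in a 140 s read after ATP addition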
CRFBP-R2 block = blocks CRF-induced signaling of the CRF-BP/CRF-R2 complex; HEK293 CRF-R2/CRF-BP, CRF-induced calcium fluorescence; inhibition, % at 11.8 µM; 350,000 tested, 0.59% active; AID 588475;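 active = inhibition of the ligand-induced calcium signal above about 50% at the single tested concentration, limit read from the data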
CRFR2-BP ag = agonists of human CRF-binding protein/CRF-R2 receptor complex. 350,000 tested, 0.46% active. activation, % at 13.2 µM. AID 588473. HEK293 CRF-R2/CRF-BP, calcium dye fluorescence (FLIPR); percent of saturating CRF peptide response;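 active = activation of at least 50%, plus an integration ratio under a set limit after plate pattern correction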;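 also: plate controls were neutral control wells without compound for no effect and CRF at EC100 for full effect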
TAAR1 antag = human TAAR1 antagonism; Q96RJ0; CHO RD-HGA16 TAAR1, Fluo-8 calcium fluorescence, antagonist; inhibition, % at 3 µM; 360,000 tested, 1.5% active;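 active = inhibition above a per-plate cutoff, the mean inhibition of test compounds on that plate plus 3 SD, cut at about 49% in these data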;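 also: 0% = DMSO plus EC80 beta-PEA response and 100% = DMSO alone without agonist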
Target sequence (Q96RJ0 whole entry, looked up): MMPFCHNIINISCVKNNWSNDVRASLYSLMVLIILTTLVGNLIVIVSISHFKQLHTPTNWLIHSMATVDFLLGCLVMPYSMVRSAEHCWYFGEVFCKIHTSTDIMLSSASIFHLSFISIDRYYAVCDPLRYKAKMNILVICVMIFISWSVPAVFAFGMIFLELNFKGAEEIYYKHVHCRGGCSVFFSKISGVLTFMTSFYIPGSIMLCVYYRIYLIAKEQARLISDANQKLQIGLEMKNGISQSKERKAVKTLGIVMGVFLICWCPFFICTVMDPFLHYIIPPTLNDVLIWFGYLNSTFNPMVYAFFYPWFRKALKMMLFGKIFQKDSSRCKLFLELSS
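Test system: CHO RD-HGA16 cells bearing hTAAR1 | Reagent: β-PEA, EC80 | Compound dosing: 3 µM, single point | Schedule: Dye loading 75 min at 37 °C, then 30 min room temperature | Signal: Calcium fluorescence with Fluo-8 | Evaluation: Percent inhibition of PEA-evoked calcium signal, max/basal emission ratio | Control set: DMSO-only wells and EC80 β-PEA-stimulated wells | Repeats: Singlicate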
M4 PAM = positive allosteric modulators of human muscarinic M4 receptor. P08173. activation, % at 3 µM. 360,000 tested, 0.4% active. CHO-K1 hM4/Gqi5, Fluo-8 calcium fluorescence, ACh EC20; 0% = ACh EC20, 100% = maximal ACh;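 active = activation above its plate's cutoff, the mean activation of sample wells plus 3 SD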; also: some results filed as inactive read as strong as hits
Target sequence (P08173 whole entry, looked up): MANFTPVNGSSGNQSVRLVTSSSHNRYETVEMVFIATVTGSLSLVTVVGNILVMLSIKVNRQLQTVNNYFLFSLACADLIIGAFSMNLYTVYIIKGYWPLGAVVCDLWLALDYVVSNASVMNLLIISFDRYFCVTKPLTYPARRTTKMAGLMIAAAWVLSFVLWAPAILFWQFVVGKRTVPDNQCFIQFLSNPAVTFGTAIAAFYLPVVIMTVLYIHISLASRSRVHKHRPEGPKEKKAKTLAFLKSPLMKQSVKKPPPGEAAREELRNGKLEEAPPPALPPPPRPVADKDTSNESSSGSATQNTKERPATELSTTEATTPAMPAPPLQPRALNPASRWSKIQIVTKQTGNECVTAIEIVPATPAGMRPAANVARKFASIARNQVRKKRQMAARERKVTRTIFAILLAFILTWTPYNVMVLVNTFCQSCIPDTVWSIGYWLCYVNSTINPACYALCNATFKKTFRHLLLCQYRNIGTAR
M5 PAM = CHRM5 positive allosteric modulation; AID 624038; 360,000 tested, 0.3% active; CHO-K1 hM5, Fluo-8 calcium, ACh EC20 PAM; 0% = ACh EC20, 100% = ACh EC100; P08912; activation, % at 3 µM;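 active = activation above the run cutoff, the mean activation of all test compounds plus 3 SD, cut at about 18% in these data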
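System – CHO-K1 hM5 cells · Compound – 3 µM, single dose · Incubation – compound preincubation 140 s before EC20 acetylcholine addition · Technique – Fluo-8 calcium fluorescence · Measure – Max/basal fluorescence ratio as % of EC20–EC100 ACh window · Benchmarks – low control EC20 acetylcholine (0%), high control EC100 acetylcholine (100%) · Replication – singlicate, one well per test compound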
CHRM5 agonist = agonists of human muscarinic M5 receptor (CHRM5); P08912; CHO-K1 hM5 cells, Fluo-8 calcium fluorescence; 0% DMSO wells, 100% maximal acetylcholine response; activation, % at 3 µM; 360,000 tested, 0.19% active; AID 624037;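 active = activation above the run's mean over test compounds plus 3 SD, cut at about 23% in these data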;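 also: signal is peak over basal fluorescence ratio across the kinetic read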
M5 antag = CHRM5 antagonism in calcium assay | P08912 | CHO-hM5 cells, Fluo-8 calcium fluorescence, ACh EC80 | inhibition, % at 3 µM | 360,000 tested, 0.59% active | AID 624040;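 active = inhibition above a per-plate cutoff, the mean of that plate's test compounds plus 3 SD, cut at about 27% in these data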;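 also: 0% = acetylcholine EC80 with DMSO and 100% = DMSO without agonist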
TAAR1 ag = human TAAR1 agonism | CHO RD-HGA16 TAAR1, Fluo-8 calcium fluorescence; vehicle wells 0%, saturating PEA agonist 100% | activation, % at 3 µM | 360,000 tested, 0.99% active;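 active = activation above the mean activation of all test compounds in the run plus 3 SD, cut at about 38% in these data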
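Repeats: no replicates (n 1) | Material: CHO-derived RD-HGA16 cells with stable Gα16 and human TAAR1 | Technique: Kinetic Fluo-8 calcium fluorescence | Schedule: 17-24 h seeding, 75 min 37 °C dye, 30 min RT | Evaluation: % activation from peak over basal fluorescence ratio, DMSO-to-PEA scaled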
* marks the source's active call; other numbers are inactive results; nt = not tested or not shown. An unsorted share of the library. Share with any hit: about 4.2%.

SMILES	CHO-K1 Ca PAM	CRFBP-R2 block	CRFR2-BP ag	TAAR1 antag	M4 PAM	M5 PAM	CHRM5 agonist	M5 antag	TAAR1 ag
S=C(Nc1ccc(-c2nc3ccccc3[nH]2)cc1)Nc1cccnc1	18	-6	0.4	1	3	2	-4	3	2
COc1ccc(S(=O)(=O)N(CCc2ccccc2)CC(=O)O)cc1C	10	20	-0.4	nt	-6	11	2	-2	nt
COc1ccc(COC(=O)N/N=C(\C)CC(=O)NCc2ccc(Cl)cc2)cc1	-6	-1	-0.5	7	1	-5	-4	2	7
O=C(COc1ccc(Cl)cc1)Nc1nnc(-c2ccco2)o1	9	-2	-0.7	-8	0	-1	-2	0	0
COc1ccc2oc(=O)c(N3C(=O)c4ccccc4C3=O)cc2c1	-7	-4	6.0	-11	8	0	-2	9	1
C[N+]1(CCN2C(=O)C3CC=C(Cl)CC3C2=O)CCOCC1 (stereo not given)	13	13	-1.2	9	3	0	-9	-6	8
COc1ccc(-c2nc3cnccn3c2NCc2ccccc2)cc1SC1CCCCC1	4	-12	1.1	nt	-4	-5	-3	12	nt
CN1CCN(C(=O)CCCN2C(=O)/C(=C/c3ccccc3)SC2=S)CC1	16	-10	-0.7	-7	-1	-4	4	9	4
Cn1c(=O)c2c(ncn2CC(=O)OCC(=O)NC2CCCc3ccccc32)n(C)c1=O (stereo not given)	18	19	-1.2	-5	-6	-3	-6	6	13
CCOc1ccc(NC(=S)NC(=O)Cc2ccccc2)cc1	23	-1	-0.4	15	-6	-4	-3	1	5
Cc1cc(C)c([N+](=O)[O-])cc1NCC(=O)N1CCN(c2ccccc2)CC1	12	13	-1.4	13	6	-1	-4	2	1
COC(=O)CC(NC(=O)c1ccco1)c1cccc2ccccc12 (stereo not given)	-4	10	0.8	16	0	-5	-2	4	16
Cc1cc(Br)cc(C)c1OCC(=O)NNC(=O)CCC(=O)NCc1ccccc1	-2	10	-1.3	-4	-4	-7	2	1	2
CC1=C(C(=O)OCC2CCCO2)C(c2ccc(Cl)c(Cl)c2)NC(=O)N1 (stereo not given)	1	-35	-3.1	8	3	7	7	-12	2
Cc1nnsc1-c1nnc(SCC(=O)c2ccc(C#N)cc2)n1C1CC1	15	22	6.1	2	-5	-13	-1	16	3
CCOC(=O)N1CCN(C(=O)c2ccc3c(c2)ncn3C2CCCC2)CC1	7	14	5.8	6	-3	0	-2	-1	2
CCCCn1c(SCC(=O)Nc2ccc3c(c2)OCCO3)nnc1C(CC)N(C)C (stereo not given)	1	11	0.4	0	-2	3	1	6	15
O=C(NC1C(=O)NNC1c1ccc(Cl)cc1)c1ccc(F)cc1 (stereo not given)	22	-5	0.8	8	8	-1	-2	1	1
CCCOc1ccc(C(C)(O)CN2CCOCC2)cc1 (stereo not given)	17	-2	1.7	-16	-3	-3	-4	-5	1
Cc1c(OCc2ccccc2)cccc1OCc1ccccc1	-10	-2	1.1	4	7	-5	3	0	7
CC1CCc2c(sc(NC(=O)Cn3nc(C(F)(F)F)c4c3CCCCC4)c2C#N)C1 (stereo not given)	14	0	-1.3	-3	0	0	1	1	6
Cc1ccc(OCCN2CCN(C(=O)CCC(=O)Nc3nnc(CC(C)C)s3)CC2)cc1	12	20	0.1	-40	-7	-3	5	3	1
CSc1nc(C(=O)N2CCCC(N3CCN(c4ccccc4C)CC3)C2)cs1 (stereo not given)	-2	-9	-0.9	-21	-6	0	-5	1	0
Cc1cc(NCCCO)n2nc(-c3cccs3)cc2n1	16	21	-1.6	-10	3	-4	-5	14	-1
CCOc1ccc(CCNC(=O)c2cccc(-n3cnnn3)c2)cc1OCC	19	-2	0.8	20	-1	-10	6	8	2
Cc1ccc(C)c(S(=O)(=O)c2c(C)cc(C)[nH]c2=O)c1	12	-6	3.5	6	-1	-4	-4	4	0
Cc1nnc2sc(-c3csc4c3CCCC4)nn12	13	-50	-5.4	4	8	4	-5	-5	4
O=C(Nc1cccc2c1[nH]c1ccccc12)C(F)(F)F	5	8	1.4	9	-9	-11	-1	-2	7
Cc1nc(C)n(CC(O)COc2ccc(C(=O)c3ccccc3)cc2)n1 (stereo not given)	3	-5	6.3	9	-6	-7	3	3	2
COc1cc(CSC)nc(-c2ccccc2)n1	-7	7	-2.0	-10	-1	3	-3	-15	8
Cc1ccc(NC(=O)N2CCN(Cc3ccc4c(c3)OCO4)CC2)cc1	-17	-20	0.6	8	-2	-3	-1	-1	8
O=C(/C=C/c1ccc(F)cc1)NC(=S)N1CCCCC1c1cccnc1 (stereo not given)	11	3	-2.3	-8	-9	0	-16	4	-1
O=C(NN=Cc1cccc(O)c1O)c1ccccc1	2	nt	nt	-5	9	3	5	-12	4
Cc1ccc(C(=O)Nc2ccc3c(c2)OCO3)cc1S(=O)(=O)N1CCCCC1	8	-10	-0.7	7	-7	-8	-2	0	7
O=C(c1ccccc1)c1c[nH]c(C(=O)NCCCn2ccnc2)c1	-2	0	1.6	2	8	3	-1	-3	0
CC(C)c1ccc(CN2CCC2(C)C(=O)Nc2cccc(Oc3ccccc3)c2)cc1 (stereo not given)	-14	nt	nt	-20	-3	-1	0	0	5
COc1cc(C(C)=O)ccc1OCC(=O)c1cc(C)n(C2CC2)c1C	9	-3	-0.6	-9	1	-4	2	3	3
Cc1ccc(NC(=O)COC(=O)C2(C)CC2(Cl)Cl)cc1S(=O)(=O)N1CCOCC1 (stereo not given)	-14	-1	0.3	-16	-4	-7	2	3	6
COc1ccc(NC(=O)CN(C)C(=O)c2ccc(N3CCCCC3)c([N+](=O)[O-])c2)cc1	10	4	-1.6	-8	11	6	-1	-3	1
CNC(=O)C1CCN(S(=O)(=O)c2c(C)noc2/C=C/c2ccc(OC)cc2)CC1	14	-54	54*	1	2	-22	-5	80*	1
Cc1ccc(CNC(=O)C2COc3ccccc3O2)cc1 (stereo not given)	7	11	-0.9	-16	-3	4	1	11	1
CCc1ccc(CN2CCC(C(=O)Nc3ccc(Oc4ccccc4)nc3)CC2)o1	5	-7	2.5	-20	-12	-5	-2	10	6
OCCCNc1nc(-c2ccc(Cl)cc2)nnc1-c1ccc(Br)cc1	21	3	2.4	-13	10	-5	-4	11	-3
CCc1ccc(N2C(=O)CC(N3CCN(Cc4ccc5c(c4)OCO5)CC3)C2=O)cc1 (stereo not given)	13	-22	-1.5	-1	2	-2	-1	-19	2
CC(=O)Nc1ccc(S(=O)(=O)NC2(C(F)(F)F)NC(=O)N(c3ccc(Cl)cc3)C2=O)cc1 (stereo not given)	-3	10	4.0	10	1	-2	1	8	9
O=C(COc1ncnc2ccccc12)Nc1ccc(S(=O)(=O)N2CCOCC2)cc1	-21	-11	0.7	-17	0	-3	-2	12	0
CC(=O)NS(=O)(=O)c1ccc(NC(=O)c2cccc(OCc3c(C)noc3C)c2)cc1	0	4	0.7	-13	4	2	2	-4	3
Cc1ccc(COn2nnc3ccc(S(=O)(=O)N4CCOCC4)cc32)cc1	-3	2	-0.7	8	-2	0	-1	2	11
O=C(Nc1ccc(-n2cnnn2)cc1)C1CCC1	5	11	-0.7	-10	-5	-2	-4	-4	3
O=C(O)COc1ccc(F)cc1Br	8	-9	-0.7	-6	-6	-1	1	-2	2
CC1=C(C)CC(C(=O)Nc2nc(-c3ccc(C)cc3C)c(C)s2)C(C(=O)O)C1 (stereo not given)	-9	5	1.5	-1	3	-3	-1	-1	0
Cc1cn([C@H]2C[C@H](O)[C@@H](CCC(=O)NCc3ccccc3)O2)c(=O)[nH]c1=O	26	-19	-1.9	-1	-1	-2	1	7	2
O=C(NCCN1CCCC1)c1ccccc1Cl	10	0	-1.2	1	4	-2	-5	0	10
CCCCc1c(-c2ccccc2OC)ncn1CCc1cccc(Cl)c1	14	nt	nt	47	-8	-14	1	9	66*
COC(=O)C(C)NC(=O)c1cn(-c2ccccc2OC)c(=O)c2ccccc12 (stereo not given)	-15	-19	0.9	1	-8	-3	-1	10	-1
COc1ccc(/C=C2\SC(=O)NC2=S)cc1OC	12	-24	15	18	-28	-18	11	12	3

13 compounds out of the list, ordered by length of the SMILES, ascending:
SMILES	CHO-K1 Ca PAM	CRFBP-R2 block	CRFR2-BP ag	TAAR1 antag	M4 PAM	M5 PAM	CHRM5 agonist	M5 antag	TAAR1 ag
O=C(O)COc1ccc(F)cc1Br	8	-9	-0.7	-6	-6	-1	1	-2	2
O=C(NCCN1CCCC1)c1ccccc1Cl	10	0	-1.2	1	4	-2	-5	0	10
COc1ccc(/C=C2\SC(=O)NC2=S)cc1OC	12	-24	15	18	-28	-18	11	12	3
CCCCc1c(-c2ccccc2OC)ncn1CCc1cccc(Cl)c1	14	nt	nt	47	-8	-14	1	9	66*
OCCCNc1nc(-c2ccc(Cl)cc2)nnc1-c1ccc(Br)cc1	21	3	2.4	-13	10	-5	-4	11	-3
Cc1ccc(COn2nnc3ccc(S(=O)(=O)N4CCOCC4)cc32)cc1	-3	2	-0.7	8	-2	0	-1	2	11
CCc1ccc(CN2CCC(C(=O)Nc3ccc(Oc4ccccc4)nc3)CC2)o1	5	-7	2.5	-20	-12	-5	-2	10	6
COC(=O)C(C)NC(=O)c1cn(-c2ccccc2OC)c(=O)c2ccccc12 (stereo not given)	-15	-19	0.9	1	-8	-3	-1	10	-1
CCc1ccc(N2C(=O)CC(N3CCN(Cc4ccc5c(c4)OCO5)CC3)C2=O)cc1 (stereo not given)	13	-22	-1.5	-1	2	-2	-1	-19	2
CC1=C(C)CC(C(=O)Nc2nc(-c3ccc(C)cc3C)c(C)s2)C(C(=O)O)C1 (stereo not given)	-9	5	1.5	-1	3	-3	-1	-1	0
CC(=O)NS(=O)(=O)c1ccc(NC(=O)c2cccc(OCc3c(C)noc3C)c2)cc1	0	4	0.7	-13	4	2	2	-4	3
Cc1cn([C@H]2C[C@H](O)[C@@H](CCC(=O)NCc3ccccc3)O2)c(=O)[nH]c1=O	26	-19	-1.9	-1	-1	-2	1	7	2
CC(=O)Nc1ccc(S(=O)(=O)NC2(C(F)(F)F)NC(=O)N(c3ccc(Cl)cc3)C2=O)cc1 (stereo not given)	-3	10	4.0	10	1	-2	1	8	9
